# SW480 rereplic – A quantitative high throughput screen for small molecules that induce DNA re-replication in SW480 colon adenocarcinoma cells | AID 624297, 2012 | Potency, µM (highest dose often 46.1 µM), without a hit: at the top dose re-replication activation, most hits filed as activators | SW480 DNA re-replication, Hoechst DNA content imaging, 48 h | 1.8% of 340,000 active; note: potency is the fitted concentration of half-maximal effect; % of control where 0% means no effect; nearly all actives have a fitted effect of over 55% in size
#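 DNA re-replication was detected as more nuclei of elevated Hoechst intensity after 48 hr exposure to compound (23 nL pinned per well of 250 cells).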
# DRD3 antagonist – qHTS of D3 Dopamine Receptor Antagonist: qHTS. D3R cells, DiscoveRx beta-arrestin luminescence, antagonist mode; stronger effect = lower value. 2.5% of 360,000 active. max response, negative = inhibition, %. D(3) dopamine receptor (Homo sapiens), P35462. AID 652054, 2013; in the data active = max response below about -50%; inconclusive = no clear call, values can overlap the other calls; note: % is set by controls: 0 for no effect and ±100 for the full control effect; mostly tested at two doses, the higher about 12 µM
# Target sequence (P35462 whole entry, looked up): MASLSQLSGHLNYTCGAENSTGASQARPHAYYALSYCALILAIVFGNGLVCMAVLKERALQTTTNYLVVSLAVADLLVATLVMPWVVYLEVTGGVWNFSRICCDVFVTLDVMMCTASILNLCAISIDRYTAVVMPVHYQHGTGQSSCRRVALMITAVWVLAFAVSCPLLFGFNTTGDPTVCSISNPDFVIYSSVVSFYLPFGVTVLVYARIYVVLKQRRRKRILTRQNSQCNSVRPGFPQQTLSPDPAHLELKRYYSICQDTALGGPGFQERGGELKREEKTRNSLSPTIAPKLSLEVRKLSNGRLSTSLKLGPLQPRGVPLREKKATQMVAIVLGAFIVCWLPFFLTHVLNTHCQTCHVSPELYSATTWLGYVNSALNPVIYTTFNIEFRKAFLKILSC
#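 Cells plated overnight at 1500 cells/well, then exposed to library compounds with dopamine controls for 90 minutes at 37 degrees C. DiscoveRx reagent added for 30–60 minutes at room temperature; luminescence read, quantitative HTS format.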
# D3 ag – qHTS of D3 Dopamine Receptor Agonist: qHTS | D(3) dopamine receptor (Homo sapiens), P35462 | max activation, % | 0.58% of 410,000 active | D3R DiscoveRx beta-arrestin cells, luminescence, 90 min; in the data active = max activation above about 30%; note: 0% is about no effect; mostly tested at two doses, the higher about 12 µM
#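 Agonist mode: compounds and dopamine controls were applied to plated cells for 90 min at 37 degrees C after an overnight attachment at 1500 cells/well. Luminescent read-out followed 30 - 60 minutes at room temperature with DiscoveRx detection reagent.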
# KB-3-1 tox – qHTS assay for MDR1-selective chemotherapeutics: Primary screen using the parental adenocarcinoma cell KB-3-1; KB-3-1 viability, CellTiter-Glo ATP luminescence, 72 h; Potency, µM (highest dose often 46.1 µM), without a hit: at the highest dose activity change, negative = cytotoxic, usual class: cytotoxic; 1.4% of 400,000 active; AID 1347075, 2019; note: potency is the fitted concentration of half-maximal effect; % is set by controls: 0 for no effect and ±100 for the full control effect; nearly all actives have a fitted effect of over 60% in size
#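 Luminescent ATP read-out (CellTiter-Glo) measures survival of drug-naive KB-3-1 cells after 72 h compound exposure at 37 °C. Titration series was screened from lowest to highest concentration, with DMSO vehicle plates as background controls.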
# HT1080NT lethal – qHTS for induction of synthetic lethality in tumor cells producing 2HG: qHTS for the HT-1080-NT fibrosarcoma cell line. HT-1080-NT fibrosarcoma viability, CellTiter-Glo ATP luminescence, 48 h. Potency, µM (titrated, usually from 46.1 µM), for inactives: at the highest dose activity, negative = less viability, actives largely listed as cytotoxic. 1.6% of 360,000 active. AID 686970, 2013;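 note: NT is the 2HG producing partner of a matched IDH1 knockdown line; potency is the fitted concentration of half-maximal effect; 0% = DMSO-treated cells and -100% = media-only wells without cells; nearly all actives have a fitted effect of over 55% in size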
#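 Fibrosarcoma NT cells, 750 per well in 5% FBS RPMI, were exposed to compound for 48 hours. Viability: CellTiter-Glo luminescence.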
# GLP-1R agonist – qHTS of GLP-1 Receptor Agonists | Glucagon-like peptide 1 receptor (Homo sapiens), P43220 | Potency, µM (series often up to 45.6 µM), without a hit: at the top dose activation, most hits filed as activators | 0.007% of 380,000 active | AID 624172, 2012 | HEK293 GLP-1R CRE-luciferase, luminescence, 4-6 h; cells express a hypersensitive GLP-1R form; note: potency is the fitted concentration of half-maximal effect; % of control where 0% means no effect
# Target sequence (P43220 whole entry, looked up): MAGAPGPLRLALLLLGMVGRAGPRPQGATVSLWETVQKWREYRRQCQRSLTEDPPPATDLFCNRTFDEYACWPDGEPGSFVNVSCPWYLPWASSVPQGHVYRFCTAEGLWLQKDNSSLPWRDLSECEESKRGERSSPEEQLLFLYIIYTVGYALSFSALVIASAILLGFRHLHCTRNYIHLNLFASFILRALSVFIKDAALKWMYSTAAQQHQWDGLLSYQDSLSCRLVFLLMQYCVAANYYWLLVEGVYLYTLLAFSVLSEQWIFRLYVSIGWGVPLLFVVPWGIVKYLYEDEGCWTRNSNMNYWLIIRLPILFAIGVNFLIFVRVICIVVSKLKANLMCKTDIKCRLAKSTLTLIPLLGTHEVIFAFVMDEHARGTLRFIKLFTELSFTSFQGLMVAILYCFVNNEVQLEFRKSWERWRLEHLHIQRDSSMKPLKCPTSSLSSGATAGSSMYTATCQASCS
# HT1080 IDH1KD tx – qHTS for induction of synthetic lethality in tumor cells producing 2HG: qHTS for the HT-1080-IDH1KD cell line; HT-1080 IDH1 knockdown viability, ATP luminescence, 48 h; Potency, µM (top dose mostly 46.1 µM), inactives show at the top dose activity, negative = toxicity, actives largely listed as cytotoxic; 2% of 360,000 active; AID 686971, 2013;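 note: potency is the fitted concentration of half-maximal effect; 0% = DMSO wells and -100% = cell-free medium wells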
#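 Knockdown cells (IDH1KD HT-1080) received compounds 2 h after plating at 750 cells/well and were kept 48 h at 37 °C in 5% FBS RPMI. A CellTiter-Glo luminescence read gave % activity for curve fitting.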
# KB-V1 MDR tox – qHTS assay for MDR1-selective chemotherapeutics: Primary screen using the drug-selected MDR subline cells KB-V1 | Potency, µM (doses to about 46.1 µM), inactives show at the top dose activity change, negative = cytotoxicity, most hits filed as cytotoxic | 3.4% of 400,000 active | KB-V1 MDR cells viability, CellTiter-Glo, 72 h | AID 1347076, 2019; note: potency is the fitted concentration of half-maximal effect; % is set by controls: 0 for no effect and ±100 for the full control effect; nearly all actives have a fitted effect of over 60% in size
#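 qHTS viability screen in drug-selected KB-V1 MDR cells: 72 h compound treatment at 37 degrees C, ATP luminescence end point.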
# IL-1B inflam inh – qHTS for Inhibitors of Inflammasome Signaling: IL-1-beta AlphaLISA Primary Screen; 4.7% of 360,000 active; THP-1 LPS/ATP IL-1B secretion, AlphaLISA, 16 h; stronger effect = lower value; activity change, % at 57.5 µM; in the data active = activity change below about -50%; inconclusive = mostly about -30% to -49%; note: % is set by controls: 0 for no effect and ±100 for the full control effect
#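 THP-1 cells pretreated 1 hr with compounds (up to 57.5 uM final), then stimulated with LPS (250 ng/mL final) plus ATP (1.25 mM final); secreted IL-1B measured by AlphaLISA after 16 hr, decreased signal indicating inhibition.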
# Numbers without * were called inactive; ? = inconclusive; . = not tested or not shown; [ ] = dose if it differs, or a comment. Unless noted, calls come from the whole dose curve; as a rule, active = well fitted curve in the direction sought with a large enough effect; inconclusive = small, poorly fitted or top-dose-only effect, or another doubt; inactive = no such curve, though single readings can be large; an effect the other way counts as inactive or inconclusive.
smiles	SW480 rereplic	DRD3 antagonist	D3 ag	KB-3-1 tox	HT1080NT lethal	GLP-1R agonist	HT1080 IDH1KD tx	KB-V1 MDR tox	IL-1B inflam inh
COc1cccc(CNS(=O)(=O)/C=C/c2ccc3c(c2)OCO3)c1	-19.3%	-20.6	2.5	9.4%	2.4%	-1.4%	-5.5%	0.1%	-5.2
N#CC(C(=O)NC1CCCCC1)=C1CCCCC1	-5.2%	6.4	1.0	17.0%	20.2%	-1.1%	18.0%	0.0%	13.6
Cc1ccc(NC(=O)CCNS(=O)(=O)c2cccc3nsnc23)cc1F	-10.4%	-18.5	-16.1	-8.1%	10.9%	6.1%	4.7%	1.6%	-1.6
COc1cc(/C=C2\C(=O)N(CCC#N)N=C2C)c(Br)cc1OC(C)C	1.3%	20.7	-0.9	1.3%	1.9%	-8.0%	8.2%	-2.6%	-6.8
CCOC(=O)c1sc2nc(N3CCOCC3)c3c(c2c1N)CC(C)(C)N(C)C3	?	13.5	3.0	10.5%	20.9%	-3.6%	11.3%	1.7%	-25.6
CC(Oc1ccc([N+](=O)[O-])cc1Cl)C(=O)Nc1ccc(C(N)=O)cc1 (configuration not stated)	4.4%	10.4	-6.6	2.3%	-2.5%	11.1%	-2.7%	?	70.0
O=C(CSc1ccc(Br)cc1)N1CCOCC1	11.7%	3.7	6.7	19.5%	21.1%	13.6%	7.2%	7.9%	-12.1
Cc1ccc(C)c(OCCSc2nnc(C)c(=O)[nH]2)c1	-8.7%	7.0	0.8	-18.2%	-7.2%	1.1%	-2.0%	-13.3%	21.1
Cc1ccc(C)c(Nc2cc(C)nc(-c3ccccc3O)n2)c1	?	34.5	5.8	2.59µM*	?	12.5%	?	3.4%	0.0
CN(C)/C(=N\O)c1c(Cl)cccc1Cl	-3.3%	5.6	4.1	10.8%	12.0%	-0.5%	9.9%	?	-10.0
CCOC(=O)c1ccc[n+](CC(=O)Nc2ccccc2OC(F)F)c1	-3.3%	16.9	5.1	15.6%	-2.1%	14.3%	10.4%	0.1%	20.5
O=C(O)CCNC(=O)CCCn1nnc2ccccc2c1=O	12.6%	-7.4	-7.4	7.4%	7.5%	-2.5%	7.1%	1.1%	-4.9
CN(C)C(=O)C1C2NC(=S)N(c3ccc(Cl)cc3)C1(C)Oc1ccc(Cl)cc12 (configuration not stated)	-6.0%	-8.8	-4.5	-21.7%	-10.2%	-0.2%	-0.7%	-19.6%	-13.5
CC12/C(=N/O)C3C4CC5C3/C(=N/O)C1C5C42 (configuration not stated)	-4.7%	-18.9	0.3	-9.2%	-2.7%	-10.2%	8.0%	0.9%	6.0
CCN(c1ccccc1)S(=O)(=O)c1cccc(C(=O)NCCOc2ccccc2OC)c1	-5.5%	-12.1	-16.6	17.4%	0.6%	4.2%	-7.3%	?	0.8
Cc1cc(=O)oc2cc(NC(=O)CC3(CC(=O)O)CCCC3)ccc12	-4.4%	-2.3	7.4	3.5%	11.6%	4.7%	11.7%	-11.3%	.
COc1ccc(CCN2CC(C(=O)Nc3nnc(Cc4ccccc4)s3)CC2=O)cc1OC (configuration not stated)	-2.1%	0.0	1.0	2.3%	-5.3%	5.3%	0.0%	?	18.9
CC(=O)N(C)Cc1ccc(C(=O)CSc2nnc(C3CC3)n2C2CC2)cc1	-7.7%	-2.6	-5.4	-2.2%	-2.5%	16.3%	-5.3%	-17.9%	15.2
CCc1nnc(NC(=O)CSc2nnc(-c3ccc(O)cc3)n2C)s1	1.5%	9.0	7.1	3.9%	24.2%	5.9%	12.8%	7.1%	39.2
O=C1/C(=C\c2cccc([N+](=O)[O-])c2O)SC(=S)N1Cc1ccccc1	2.3%	?	-13.5	?	-17.4%	-5.1%	0.1%	11.0%	36.2
CCOC(=O)N1CCN(C(=O)CCCN2C(=O)CSc3nc(C)cc(C)c32)CC1	-5.2%	-21.2	1.9	1.3%	-0.6%	-1.1%	10.8%	13.8%	1.1
Cc1nn(-c2ccccc2)c(C)c1/C=N/NC(=O)c1cc(C(C)(C)C)[nH]n1	-4.5%	-5.4	-10.1	3.4%	-6.0%	-3.7%	-8.9%	?	-26.1
COc1cc(CN2CCNC(=O)C2CC(=O)NCCC2=CCCCC2)cc(OC)c1 (configuration not stated)	22.8%	-3.9	1.0	-11.1%	-4.6%	9.9%	-2.4%	?	0.8
COc1cc2c(cc1OC)C(C(=O)Nc1ccc3c(c1)OCCO3)C1c3ccccc3CCN1C2=O (configuration not stated)	4.2%	10.7	-1.1	-9.9%	-15.8%	0.3%	-18.4%	-11.9%	-13.6
CC(=O)Nc1ccc(Nc2nnc(-c3ccc(C)c(S(=O)(=O)NCC4CCCO4)c3)c3ccccc23)cc1 (configuration not stated)	-7.0%	-8.2	2.5	8.9%	-3.9%	3.4%	-2.1%	-2.4%	-9.6
Cc1nc(N2CCN(c3ccccc3)CC2)[nH]c(=O)c1CCC(C)C	-10.8%	4.6	-0.1	-8.4%	-1.2%	8.8%	15.3%	1.3%	-7.2
CCN(CC)c1ccc(-c2sc(Nc3ccccc3)n[n+]2-c2ccc(F)cc2)cc1	-7.6%	2.8	-5.0	-11.7%	-9.7%	-3.6%	?	9.2%	-1.2
CCOC(=O)[C@]12CCCC=C1N(CCC1=CCCCC1)C(=O)[C@H](CC(=O)NCc1cccs1)C2	.	14.9	0.8	-5.1%	-4.8%	.	-19.1%	?	-2.9
CC(=O)Nc1cccc(-c2ccnc3c2CC(C(=O)Nc2cccc(OC(F)(F)F)c2)O3)c1 (configuration not stated)	.	0.0	-10.8	0.0%	?	15.8%	?	3.3%	8.7
O=C(CCN1C(=O)c2cccc([N+](=O)[O-])c2C1=O)Nc1nccs1	-2.4%	9.1	2.7	11.9%	2.4%	-0.8%	-10.2%	5.6%	-5.0
COc1ccccc1-c1cc2nc(C)c(CCC(=O)NC(C)CCc3ccco3)c(C)n2n1 (configuration not stated)	1.5%	0.0	-3.3	-5.2%	2.4%	-0.2%	-11.7%	-8.5%	-21.4
Fc1ccccc1Nc1c2c(nc3ccccc13)CCC2	.	.	6.0	6.4%	.	4.3%	.	13.9%	.
CCOc1ccc(NC(=O)COC(=O)C2(C)CC2(Cl)Cl)c([N+](=O)[O-])c1 (configuration not stated)	-4.1%	4.4	1.8	-2.2%	7.0%	9.7%	3.6%	-12.2%	-8.9
NC(=O)c1ccccc1NC(=O)c1ccccc1S(=O)(=O)c1ccccc1[N+](=O)[O-]	-0.7%	4.5	-0.3	9.0%	8.2%	-4.4%	9.1%	15.1%	0.1
Cc1cc(Br)ccc1NC(=O)CN(C)C(=O)c1ccccc1OCc1c(C)noc1C	.	0.8	1.3	0.5%	5.3%	7.3%	-0.5%	-20.6%	-3.0
CCOC(=O)C1(CCOc2ccccc2)CCN(Cc2cccc(OC)c2OC)CC1	?	2.6	-20.1	?	?	20.8%	?	-17.1%	-88.1*
COc1ccccc1N1CCN(C(=O)c2ccc(Cl)c(S(=O)(=O)N3CCOCC3)c2)CC1	?	-26.3	-14.5	-3.7%	-0.3%	0.4%	-2.0%	?	-2.4
O=C(N/N=C/c1ccsc1)c1cc2ccccc2o1	1.4%	-10.4	1.1	0.4%	3.4%	-5.2%	3.3%	-3.8%	-10.7
Cc1ccc(C)c(NS(=O)(=O)c2cc3c4c(c2)CC(=O)N4CCC3)c1	-13.3%	0.0	-1.4	6.5%	-3.2%	-4.4%	-2.4%	1.8%	-13.2
CCCn1nc(C(=O)OCC(=O)Nc2cccc(OC)c2)c2ccccc2c1=O	-76.2%[inhibitor]	57.4	9.7	0.5%	-0.1%	12.0%	-0.3%	22.2%	46.6
Cc1nnc(NC(=O)CSc2nnc(-c3ccco3)o2)s1	3.6%	16.7	15.6	8.5%	14.1%	0.5%	17.3%	0.5%	2.6
CCOC(=O)COn1c(=O)c(-c2ccc(Br)cc2)[n+]([O-])c2ccccc21	0.5%	10.3	3.9	-0.4%	-1.9%	0.4%	8.3%	?	11.5
Cc1cc(C)n(CCNS(=O)(=O)c2ccccc2)n1	-15.5%	5.9	-1.5	15.4%	5.1%	11.3%	1.9%	6.5%	-13.9
CCOc1ccccc1/C=N/Nc1nc2ccccc2o1	3.8%	?	-25.1	-5.3%	14.6%	9.2%	15.0%	-0.9%	0.0
O=C(Nc1ccc(Br)cc1F)c1ccc2c(c1)OCCO2	0.2%	5.2	8.7	-28.5%	-19.5%	0.1%	-24.6%	?	-12.2
CCn1cc(C(=O)Nc2ccccc2C(=O)OC)cn1	-20.1%	-14.4	-5.1	-2.2%	0.7%	0.6%	0.3%	-14.6%	0.0
Cc1nn(C)cc1/C=N/NC(=O)c1ccco1	-4.5%	3.9	-2.0	?	2.2%	1.4%	4.4%	33.4%	-1.4
O=C(O)C1(c2cccc(Cl)c2)CCC1	-2.4%	-12.9	1.3	-2.3%	22.4%	5.0%	15.4%	?	11.3
O=S(=O)(c1ccccc1)N1CC2CC(Br)C(Br)CC21 (configuration not stated)	.	-4.7	1.7	-3.5%	-4.7%	0.7%	-4.4%	-26.0%	-22.7
